JMJD2A Tudor inh = blocks the human JMJD2A Tudor domain | Potency, µM (series often up to 114 µM), without a hit: at the highest dose activity change, negative = inhibition, usual class: inhibitors | actives 4.4% (n = 390,000) | AID 504339 | AlphaScreen JMJD2A-Tudor / H3K4me3 peptide binding | O75164; also: % is scaled to controls: 0 for no effect and ±100 for the full control effect; nearly all actives have a fitted effect of over 50% in size
BAZ2B inh = blocks human BAZ2B; Q9UIF8; AlphaScreen BAZ2B-H3K14Ac peptide displacement; Potency, µM (doses to about 114 µM), inactives show at the highest dose activity change, negative = inhibition, most hits filed as inhibitors; actives 4.4% (n = 360,000); AID 504333; also: % is scaled to controls: 0 for no effect and ±100 for the full control effect; nearly all actives have a fitted effect of over 60% in size
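AlphaScreen displacement of biotin-H3(5-23)K14Ac peptide (50 nM final) from BAZ2B (50 nM final) in PBS pH 7.4, 0.01% Tween-20; complex preformed 30 min RT, then compounds (top 110 uM) 30 min RT, beads 20 min dark.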
BLM inh = Bloom syndrome helicase (human) inhibition; P54132; actives 0.2% (n = 350,000); recombinant BLM DNA unwinding, fluorescence dequenching; Potency, µM (top dose mostly 56.1 µM), inactives show at the highest dose activity change, negative = inhibition, most hits filed as inhibitors;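 also: plate controls were vehicle for no effect and no enzyme for full effect; nearly all actives have a fitted effect of over 35% in size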
Pol eta inh = inhibitors of human DNA polymerase eta; recombinant Pol eta, fluorescent DNA replication assay; Potency, µM (series often up to 114 µM), for inactives: at the highest dose activity change, negative = inhibition, most hits filed as inhibitors; actives 1.2% (n = 390,000); also: % is scaled to controls: 0 for no effect and ±100 for the full control effect
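Pol eta (10 nM) was preincubated with compounds for 15 min at room temperature, after which fluorescent replication substrate (50 nM final) was added to start the reaction. Fluorescence was read kinetically at 0 and 10 min.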
G9a block = inhibitors of human histone lysine methyltransferase G9a; Q96KQ7; G9a H3K9 monomethylation, AlphaScreen, 2 h; Potency, µM (doses to about 102 µM), without a hit: at the top dose activity, negative = inhibition, actives largely listed as inhibitors; actives 8.8% (n = 350,000); also: % is scaled to controls: 0 for no effect and ±100 for the full control effect; nearly all actives have a fitted effect of over 75% in size
Target sequence (Q96KQ7 913-1193 limits assumed): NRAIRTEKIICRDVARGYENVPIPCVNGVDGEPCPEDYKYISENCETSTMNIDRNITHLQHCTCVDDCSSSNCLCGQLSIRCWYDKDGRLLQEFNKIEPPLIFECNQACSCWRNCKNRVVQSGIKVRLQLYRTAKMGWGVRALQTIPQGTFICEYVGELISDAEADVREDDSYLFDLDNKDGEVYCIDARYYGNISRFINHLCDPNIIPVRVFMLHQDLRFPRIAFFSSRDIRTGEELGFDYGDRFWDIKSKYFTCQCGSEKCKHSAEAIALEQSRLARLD
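G9a (20 nM) was preincubated 15 min with compound, then reacted 2 h at room temperature with 500 nM biotin-H3K9 peptide and 20 µM SAM. Monomethyl-H3K9 detected by AlphaScreen using anti-H3K9me1 antibody.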
POLI inh = inhibitors of human DNA polymerase iota | Q9UNA4 | Pol iota fluorescent replication assay, 10 min | Potency, µM (top dose mostly 115 µM), for inactives: at the highest dose activity, negative = inhibition, actives largely listed as inhibitors | actives 1% (n = 390,000) | AID 588590
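Fluorescent replication assay read twice, at 0 min and 10 min after adding 50 nM (final) substrate. Enzyme (10 nM) and compounds were first incubated 15 min at room temperature; enzyme-free buffer wells were negative controls.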
POLB inh = inhibitors of human DNA polymerase beta; P06746; Pol beta primer extension/strand displacement, fluorescence kinetic; Potency, µM (highest dose often 114 µM), for inactives: top-dose activity change, negative = inhibition, hits mostly inhibitors; actives 1.3% (n = 340,000); also: % is scaled to controls: 0 for no effect and ±100 for the full control effect
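Homogeneous kinetic assay of primer extension and strand displacement by 10 nM Pol beta, preincubated 15 min at room temperature with compound before 50 nM substrate (final) was added. Read at 0 and 10 min; four-parameter Hill fit.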
Pol kappa inh = blocks human DNA polymerase kappa activity; Q9UBT6; purified Pol kappa, fluorescent DNA synthesis assay, 10 min; Potency, µM (doses to about 107 µM), for inactives: at the top dose activity, negative = inhibition, most hits filed as inhibitors; actives 0.53% (n = 400,000); AID 588579; also: % is scaled to controls: 0 for no effect and ±100 for the full control effect
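10 nM Pol kappa was preincubated with compounds for 15 min at room temperature. Reaction started with 50 nM (final) substrate. Fluorescence read kinetically at 0 and 10 min.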
APE1 inh = inhibitors of human APE1 endonuclease | recombinant APE1, TAMRA/BHQ-2 abasic DNA cleavage fluorescence | Potency, µM (top dose mostly 65.8 µM), for the others: top-dose activity change, negative = inhibition, most hits filed as inhibitors | actives 0.35% (n = 350,000) | AID 2517;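 also: plate controls were vehicle for no effect and reference inhibitor for full effect; nearly all actives have a fitted effect of over 55% in size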
Target sequence (P27695 whole entry, looked up): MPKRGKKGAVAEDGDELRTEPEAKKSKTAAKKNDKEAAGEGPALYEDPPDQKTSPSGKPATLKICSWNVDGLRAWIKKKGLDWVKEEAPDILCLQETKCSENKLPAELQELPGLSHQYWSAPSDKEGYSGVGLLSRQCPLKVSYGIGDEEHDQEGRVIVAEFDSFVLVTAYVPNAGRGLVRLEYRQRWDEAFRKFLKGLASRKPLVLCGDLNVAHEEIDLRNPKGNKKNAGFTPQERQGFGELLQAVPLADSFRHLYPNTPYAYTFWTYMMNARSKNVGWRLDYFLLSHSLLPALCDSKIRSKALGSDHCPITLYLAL
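0.75 nM APE1 + cpd, 15 min RT; start w/ 50 nM TAMRA/BHQ-2 THF-abasic dsDNA; kinetic fluor 525/598 nm ×3 reads @60 s; Δ(read3−read1); normalized to DMSO and NSC13755 control wells.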
* hit, by the source's call; ? = inconclusive; / = not tested or not shown; & = joins results of further samples; [ ] = another dose, or the depositor's remark. Calls follow the shape of the dose curve; as a rule, active = well fitted curve in the direction sought with a large enough effect; inconclusive = small, poorly fitted or top-dose-only effect, or another doubt; inactive = no such curve, though single readings can be large; an effect the other way counts as inactive or inconclusive. Potency is read from the fitted curve at half-maximal effect.

Each structure is followed by: G9a block, APE1 inh, Pol eta inh, POLB inh, Pol kappa inh, POLI inh, BAZ2B inh, JMJD2A Tudor inh, BLM inh
COc1ccc(Cl)cc1C(=O)NNC(=S)NC(=O)c1ccc(F)c(F)c1
  -14%, -6%, -4%, 47%, 4%, ?, -10%, -23%, -3%
c1ccc(-c2nnc(-c3ccccn3)s2)nc1
  -117%[59 µM], 2%, 12%, 5%, -11%, 6%, ?, ?, 1%
CC(C)CN(C(=O)C(c1ccccc1)c1ccccc1)c1c(N)n(CC(C)C)c(=O)[nH]c1=O
  66%, 0%, -17%, 4%, -16%, 94%[activator], -6%, 9%, 0%
COC(=O)c1ccc2c(CCO)c[nH]c2c1
  3%, 51%[activator], -8%, 3%, -17%, 9%, -4%[57.1 µM], -10%, 1%
Cc1ccc(S(=O)(=O)N2CCC(C(=O)NCC(C)(C)N3CCOCC3)CC2)c(C)c1
  -6%[2.33 µM], 16%, -3%, /, 7%, -17%, 9%, -1%, /
Cc1nc(-c2nnc(-c3ccccc3)o2)c(C(F)(F)F)o1
  11%, -4%, -9%, 3%, -9%, 22%, 5%, 1%, -2%
O/N=C/c1cc(Br)ccc1OCc1cccc(F)c1
  -12%[59 µM], 6%, -5%, 17%, -16%, 2%, 13%, 8%, -14%
CCCN(CC(=O)Nc1ccc(C(N)=O)cc1)CC(=O)Nc1ccc(Cl)cc1Cl
  22%[59 µM], -5%, -7%, 11%, -3%, 18%, -4%, 2%, 2%
CCOc1ccc(NC(=S)NCCN2CCN(Cc3ccccc3)CC2)cc1
  -17%, -5%, -14%, 10%, 13%, -7%, -3%, -16%, 2%
Cc1nc(N)[nH]c(=O)c1CCCNc1ccc([N+](=O)[O-])cc1
  /, /, -16%, /, -13%, 4%, /, -10%, /
Cc1c(CN(C)C(=O)c2sc3cc(Cl)ccc3c2Cl)cnn1C
  3%[59 µM], -4%, 5%, 12%, -4%, 15%, -5%, -3%, 2%
C=CCC(CC=C)(CNC(=O)C(=O)Nc1ccc(Br)cc1)c1ccc(OC)c(OC)c1
  9%[59 µM], /, -7%, -1%, -13%, -15%, 3%, -16%, 0%
O=C(O)C12CC3CC(C1)CC(n1ncc(NCc4ccco4)c(Cl)c1=O)(C3)C2
  79µM*, 0%, -17%, 3%, 1%, 77%[activator], -2%, -5%, 13%
Cc1ccsc1-c1nc(CN2CCCC2c2ccc(F)cc2)c(C)o1 (stereo not given)
  -5%, -4%, -15%, 25%, 0%, 1%, -31%, -6%, -3%
Cc1ccc(-c2nc(NC(=O)CSc3nc(C)nc4sc5c(c34)CCCC5)ns2)cc1
  -8%[59 µM], /, -1%, 14%, -3%, 0%, 2%, -15%, -5%
C/C(=N\n1c(C)nc2ccccc2c1=O)c1ccc(N)cc1
  /, /, -19%, /, -2%, 7%, /, -11%, /
CCN(C)c1ccc(/C=N\n2nnnc2N)cc1
  6%[12.7 µM], 14%, -5%, ?, -14%, -4%, -6%, -1%, -7%
NC(=O)N[C@@H](Cc1c[nH]c2ccccc12)C(=O)OCC(=O)N1CCCCC1
  6%, 1%, -11%, 10%, 6%, 61%[activator], -3%, -5%[57.1 µM], 1%
O=C(O)CCn1cc(-c2ccc(F)cc2)nc1-c1ccncc1
  -4%[2.33 µM], -4%, -9%, /, 8%, -20%, ?, -20%, /
CCCc1nn2c(C)c(-c3ccccc3)nc2s1
  -8%[59 µM], /, -19%, 11%, -1%, -9%, -1%, -14%, 0%

Eight compounds from above, sorted by molar mass, high to low.
Each structure is followed by: G9a block, APE1 inh, Pol eta inh, POLB inh, Pol kappa inh, POLI inh, BAZ2B inh, JMJD2A Tudor inh, BLM inh
C=CCC(CC=C)(CNC(=O)C(=O)Nc1ccc(Br)cc1)c1ccc(OC)c(OC)c1
  9%[59 µM], /, -7%, -1%, -13%, -15%, 3%, -16%, 0%
Cc1ccc(S(=O)(=O)N2CCC(C(=O)NCC(C)(C)N3CCOCC3)CC2)c(C)c1
  -6%[2.33 µM], 16%, -3%, /, 7%, -17%, 9%, -1%, /
NC(=O)N[C@@H](Cc1c[nH]c2ccccc12)C(=O)OCC(=O)N1CCCCC1
  6%, 1%, -11%, 10%, 6%, 61%[activator], -3%, -5%[57.1 µM], 1%
Cc1ccsc1-c1nc(CN2CCCC2c2ccc(F)cc2)c(C)o1 (stereo not given)
  -5%, -4%, -15%, 25%, 0%, 1%, -31%, -6%, -3%
Cc1nc(N)[nH]c(=O)c1CCCNc1ccc([N+](=O)[O-])cc1
  /, /, -16%, /, -13%, 4%, /, -10%, /
Cc1nc(-c2nnc(-c3ccccc3)o2)c(C(F)(F)F)o1
  11%, -4%, -9%, 3%, -9%, 22%, 5%, 1%, -2%
C/C(=N\n1c(C)nc2ccccc2c1=O)c1ccc(N)cc1
  /, /, -19%, /, -2%, 7%, /, -11%, /
CCCc1nn2c(C)c(-c3ccccc3)nc2s1
  -8%[59 µM], /, -19%, 11%, -1%, -9%, -1%, -14%, 0%

Additional results follow.
Each structure is followed by: G9a block, APE1 inh, Pol eta inh, POLB inh, Pol kappa inh, POLI inh, BAZ2B inh, JMJD2A Tudor inh, BLM inh
CCCSc1nc2c(c(=O)[nH]c(=O)n2C)n1Cc1ccccc1
  -4%, 22%, 4%, 22%, -3%, -10%, -12%, -22%, -6%
O=C(NCCCO)C(=O)NCc1ccncc1
  -6%[59 µM], -3%, -21%, 19%, 2%, 13%, -17%, -7%, 0%
CCc1nnc(NC(=O)CSc2nccn2-c2ccccc2)s1
  ?, 15%, -18%, 52%, -12%, 28%, -4%, -22%, -1%
COC(=O)c1sc(S(=O)(=O)NCc2cccs2)c(C(=O)OC)c1C
  -40%, -5%, -16%, -2%, 11%, 137%[activator], 12%, -13%, -17%
Cc1sc2ncn(CC(=O)NCCc3ccccc3)c(=O)c2c1C
  -29%[59 µM], ?, 15%, -1%, -16%, 2%, 6%, -2%, -15%
CCCN(CCC)CCCNC(=O)C1CCCN(S(=O)(=O)c2cccc3nsnc23)C1 (stereo not given)
  -3%[59 µM], /, -16%, 0%, -8%, 6%, /, -11%, -1%
O=C(Nc1c(C(=O)N2CCN(c3ccccc3F)CC2)oc2ccccc12)c1ccco1
  ?, /, -4%, -19%, -7%, -8%, -14%[57.1 µM], ?, -6%
Cc1nnsc1S(=O)c1ccc(Br)cc1 (stereo not given)
  -38%[2.33 µM], -16%, -7%, 16%, -2%, -7%, -9%, -9%, -3%
CC(=O)Oc1ccc(/C(C)=N/N2CCN(Cc3ccc(C)cc3)CC2)cc1
  -3%, 19%, -7%, 19%, -10%, 54%[activator], -27%, -26%, -2%
Cc1nc2ncnn2c(C)c1Cc1c(Cl)cccc1Cl
  0%, -1%, 5%, 0%, -3%, 6%, 3%, -23%, 2%
CNC(=S)N(CCc1c(C)[nH]c2ccc(C)cc12)Cc1cc(OC)c(OC)c(OC)c1
  50µM*, ?, -19%, ?, -24%, -7%, 40µM*, ?, -11%
Cc1nc2ccc(S(=O)(=O)NCC(=O)Nc3cccc(F)c3)cc2s1
  ?, -6%, -5%, -13%, 12%, 10%, -14%, -1%, 1%
COC(=O)c1ccc(NC(=O)c2cccc(NC(=O)c3ccccc3)c2)cc1
  ?, -4%, 0%, 0%, -4%, 15%, 4%, -11%, -4%
COc1ccc(N2CCN(CCC3Oc4cc([N+](=O)[O-])ccc4NC3=O)CC2)cc1 (stereo not given)
  18µM*, -9%, -7%, -5%, -3%, -12%, 28µM*, ?, -6%
O=C(COC(=O)c1ccccc1NS(=O)(=O)c1cccs1)NCC12CC3CC(CC(C3)C1)C2
  -9%[59 µM], -11%, -15%, -27%, -7%, 4%, 13%, -10%, -10%
COc1ccc(CN2C(=O)c3ccccc3C2C(=O)NC2CCCCCC2)c(OC)c1 (stereo not given)
  -34%, -3%, 1%&-11%, 30%&41%, -11%&-2%, -12%&11%, 4%&-2%, -16%&-16%, -3%&-4%
Cn1c(SCc2ccc([N+](=O)[O-])cc2)nc2c(c1=O)SCC2
  7%, 9%, -3%, 1%, -13%, -5%, ?, -32%, -21%
CCOC(=O)c1[nH]c(=O)[nH]c1CSCCO
  ?, -1%, -12%, -8%, -5%, -4%, -5%, 5%, 2%
COc1ccc(CNC(=O)CN(C)CC(=O)Nc2ccccc2Br)cc1
  /, 33%, 3%, /, 3%, 3%, /, -12%, /
CN1C(=O)/C(=C2/C=CC=CN2C)OC1=S
  32µM*, 11%, 7%, 24%, -24%, 5%, -11%, -17%[57.1 µM], -1%
COCCCNC(=O)c1ccc(CS(=O)(=O)c2ccccc2OC)o1
  -33%, 22%, -13%, 9%, 6%, 155%[activator], -19%, -10%, 1%
C#CCOc1ccc(/C=C2/C(=O)NN(c3ccc(F)cc3)C2=O)cc1OC
  35µM*, 9%, -20%, -11%, -8%, ?, -16%, -23%, -4%
COc1ccc(S(=O)(=O)N2CCC(C(=O)O)(c3ccccc3)CC2)cc1
  37%, 14%, -3%, 1%, -2%, 104%[activator], 1%, 4%, -2%
CCC(C(=O)Nc1nnc(-c2ccco2)s1)c1ccccc1 (stereo not given)
  -9%, 0%, ?, -10%, -8%, -10%, ?, -34%, -5%
COc1ccc(NC(=O)CSc2nnc(CNC(=O)COc3ccc(Cl)cc3)o2)cc1
  0%, -7%, 3%, -16%, 0%, 10%, -12%, -3%, 2%
COc1ccc(NC(=O)C2CCCN(S(=O)(=O)c3ccc(-n4cnnn4)cc3)C2)cc1 (stereo not given)
  4%[59 µM], 3%[12.4 µM], 1%, -16%, -8%, -2%, 3%, -6%, -2%
Cc1cc(C)nc(SCc2n[nH]c(=S)n2C)n1
  7.1µM*, -3%, -14%, -13%, -18%, 12%, 12%, 40µM*, -12%

Assay outcomes from PubChem.

This is a subset. The share of hits here may be higher or lower than overall.
